DYRK1A inh – blocks rat Dyrk1A kinase activity; inhibition, % at 12.5 µM; ADP-Glo luminescence, NFATc1 peptide; actives 0.43% (n = 310,000); Q63470; in the data active = inhibition above about 50%;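 note: plate controls were vehicle with enzyme for no effect and no enzyme for full effect; many of its hits are not listed in these tables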
IEC-6 cytotox – IEC-6 cytotoxicity, counter-screen for KLF5 inhibitors. actives 0.78% (n = 290,000). luminescence viability. inhibition, % at 5 µM; in the data active = inhibition above about 22%;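 note: 0% = plate median of test compound wells and 100% = cytotoxic reference compound wells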
KLF5 inhibitor – suppresses KLF5 promoter-driven expression; inhibition, % at 5 µM; actives 0.23% (n = 290,000); DLD-1 KLF5 promoter-luciferase reporter, luminescence;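 active = inhibition above a per-plate limit of that plate's mean compound inhibition plus 3 SD, cut at about 60% in these data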;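 note: 0% = DMSO wells and 100% = LY294002 at 200 µM; higher means less KLF5 promoter-driven luciferase light; inactives centre near -14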
GSK3A inh – human GSK-3 alpha kinase inhibition. inhibition, % at 10 µM. ADP-Glo luminescence, 60 min. actives 0.1% (n = 320,000). P49840;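 in the data active = inhibition above about 50%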;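 note: GST-tagged GSK-3 alpha with peptide substrate and 25 µM ATP; 0% = DMSO neutral wells and 100% = GW8510 positive control wells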
Target sequence (P49840 whole entry, looked up): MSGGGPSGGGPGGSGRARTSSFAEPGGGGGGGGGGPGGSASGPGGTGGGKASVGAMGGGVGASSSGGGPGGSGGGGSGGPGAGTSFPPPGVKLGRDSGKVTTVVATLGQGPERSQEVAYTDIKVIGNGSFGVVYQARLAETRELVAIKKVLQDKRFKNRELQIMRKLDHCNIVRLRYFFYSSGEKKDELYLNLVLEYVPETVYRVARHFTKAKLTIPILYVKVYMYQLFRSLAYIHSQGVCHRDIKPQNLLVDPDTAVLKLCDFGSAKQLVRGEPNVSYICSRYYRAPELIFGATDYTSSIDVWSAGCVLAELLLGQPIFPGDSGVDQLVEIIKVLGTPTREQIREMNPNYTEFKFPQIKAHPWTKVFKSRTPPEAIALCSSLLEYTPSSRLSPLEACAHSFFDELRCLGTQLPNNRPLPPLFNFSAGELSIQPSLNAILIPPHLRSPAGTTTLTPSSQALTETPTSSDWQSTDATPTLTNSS
Platelet DG rel – platelet dense granule release activity. human platelet-rich plasma, SFLLRN dense granule ATP release, luminescence. inhibition, %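 (compounds screened at 7.5 µM in platelet-rich plasma)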. actives 0.22% (n = 300,000);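 active = mean replicate score, as percent of positive control, at or above 50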
HSF1 inh – HSF1 inhibition | NIH3T3-HGL HSE-luciferase, MG132-induced, luminescence 8 h; stronger effect = lower value | activity change, negative = inhibition, % at 7.5 µM (by protocol) | actives 0.77% (n = 300,000) | AID 2098;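 active = more than half of replicate wells show activity change below -50%, luminescence cut by over half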;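 note: luciferase reports HSF-1 transcriptional activity via heat shock element; 0% = median of DMSO wells and -100% = zero luminescence signal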
HSF-1 act – increases HSF-1 driven luciferase reporter signal; NIH3T3-HGL HSF-1 luciferase reporter, MG132, 8 h; 100% = twice DMSO control signal; activation, % at 9 µM; actives 1.7% (n = 300,000); AID 504408;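 active = mean replicate activation of at least 50% with a set share of replicates each reaching 50%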;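 note: 0% = median of the neutral control wells and 100% = twice that signal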
GSK3B inh – human GSK3beta kinase inhibition. activity score (negative = inhibition), % at 10 µM. P49841. GST-GSK3beta kinase, ADP-Glo luminescence, 60 min; stronger effect = lower value. actives 0.038% (n = 300,000). AID 2097;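 active = more than half of replicate wells score below -50%, meaning over 50% inhibition versus plate controls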;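 note: 0% = median DMSO wells and -100% = median GW8510 positive control wells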
Target sequence (P49841 whole entry, looked up): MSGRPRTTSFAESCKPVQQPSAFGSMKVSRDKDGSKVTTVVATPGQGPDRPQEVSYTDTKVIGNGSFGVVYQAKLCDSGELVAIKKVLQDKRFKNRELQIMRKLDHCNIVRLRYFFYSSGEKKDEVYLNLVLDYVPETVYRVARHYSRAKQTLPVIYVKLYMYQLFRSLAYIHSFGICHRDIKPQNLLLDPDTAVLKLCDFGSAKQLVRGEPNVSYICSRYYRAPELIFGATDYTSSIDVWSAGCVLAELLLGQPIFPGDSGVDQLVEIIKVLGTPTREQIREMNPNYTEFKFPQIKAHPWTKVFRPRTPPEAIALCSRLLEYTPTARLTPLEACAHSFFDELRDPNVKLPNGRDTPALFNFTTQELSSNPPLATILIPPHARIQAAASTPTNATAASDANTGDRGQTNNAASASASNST
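Test system – GST-tagged human GSK3beta kinase, cell-free · Incubation – 60 min enzyme reaction, room temperature · Signal – ADP-Glo luminescence · Also added – peptide substrate and ATP at 25 µM · Controls – DMSO neutral wells and GW8510 at 20 µM as positive · Buffer or medium – Tris/MgCl2 kinase buffer · Measure – Luminescence-derived activity versus plate DMSO and GW8510 wells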
HSP90 inh – HSP90 refolding inhibition in rabbit reticulocyte lysate. actives 0.91% (n = 290,000). luciferase refolding luminescence, 3 h. inhibition, % at 5.6 µM. AID 1789;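 active = inhibition above the screen-wide mean plus 3 SD, computed separately per campaign, cut at about 16% in these data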;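 note: 0% = DMSO wells and 100% = 60 µM geldanamycin wells; inhibitors lower the luminescence because luciferase stays unfolded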
aSyn 5UTR inh – MLPCN primary screen, SNCA 5' untranslated region | inhibition, % (tested at 7.5 µM) | actives 0.82% (n = 300,000) | alpha-synuclein 5'UTR reporter, inhibitor activity; in the data active = inhibition above about 60%;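 note: H4 neuroglioblastoma cells stably carrying SNCA 5'UTR luciferase fusion; 0% = DMSO wells and 100% = positive control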
Active calls of the source: *; . = no result given. These rows are one share of the data (hit frequency here may not be typical).

SMILES	DYRK1A inh	IEC-6 cytotox	KLF5 inhibitor	GSK3A inh	Platelet DG rel	HSF1 inh	HSF-1 act	GSK3B inh	HSP90 inh	aSyn 5UTR inh
Cc1ccc(NC(=O)Cn2cccc2)c(Br)c1	-10	-1	-14	0	2	-1	8	1	1	-26
Cc1c(Cl)cccc1N(CC(=O)N1CCCCCC1)S(C)(=O)=O	.	2	-11	-3	1	-3	-2	4	1	17
CCn1c(SCc2ccc(Cl)c(Cl)c2)nnc1C(C)NC(=O)c1ccc(OC)cc1 (centres undefined)	-2	-3	-20	-2	14	0	21	-3	-4	39
CSc1nc2ccccc2c(=O)n1Cc1ccc(F)cc1	.	1	-6	-2	2	5	8	-3	-3	8
CC(C)N(C)Cc1nnnn1CC(=O)N(C)Cc1ccc(F)cc1	.	-1	-9	-1	1	-1	0	0	0	5
CC1CCN(CCCn2c(SCC(=O)Nc3ccccc3Cl)nc3ccccc3c2=O)CC1	.	3	-1	5	-5	2	28	0	-2	-25
COCCCNC(=O)CSC1=Nc2ccccc2C2=NC(Cc3c[nH]c4ccccc34)C(=O)N12 (centres undefined)	11	-4	0	13	2	-8	-19	-5	-5	-18
COc1ccc(OCCCN2CCCC(C)C2)cc1 (centres undefined)	-1	0	-16	-3	-5	-10	19	2	-2	4
COc1ccccc1C(=O)N1c2ccccc2Sc2ccccc21	4	0	-55	0	-10	1	-18	2	0	-4
N=C1c2ccccc2CN1NC(=O)COc1ccc(Cl)cc1	-2	9	3	0	-3	4	7	1	-2	-18
CN(CC(=O)NC1CCCc2ccccc21)C1CCCCC1 (centres undefined)	-1	-3	-9	-1	-4	2	5	0	1	7
CC(C)(C)OC(=O)N1CCC(CC2CC(c3cccc(Br)c3)=NO2)(C(=O)O)CC1 (centres undefined)	1	-4	-32	-9	0	2	0	1	-5	-21
Cn1c(N)c(C(=O)COC(=O)c2cc(C3CC3)nc3ccccc23)c(=O)n(C)c1=O	8	-1	-4	-3	-6	8	-4	2	-2	9
Cc1c2cnn(-c3ccccc3)c(=O)c2c(C)n1CCCC(=O)N1CCN(c2ncccn2)CC1	-8	-10	-15	.	.	.	.	.	3	.
Cc1ccc(S(=O)(=O)N2CCN(S(C)(=O)=O)C2c2ccccc2)cc1 (centres undefined)	1	-2	-10	0	.	.	.	-1	-5	.
Cc1ccc(S(=O)(=O)N2CCCc3cc(NC(=O)c4c(F)cccc4F)ccc32)cc1	3	2	-20	0	7	-4	1	-1	4	19
CCOC(=O)C(=CNc1ccccc1N1CCOCC1)C(=O)OCC	6	6	-21	-1	1	4	1	1	0	5
Cc1nn(-c2cc(C)c3ccccc3n2)c2c1CCC2	2	-1	-7	-1	-11	0	15	1	0	-90
CCOc1c(C)cc(S(=O)(=O)NCc2cccnc2)c(C)c1C	0	-4	-22	-2	1	-56*	-66	2	-6	8
NC(=O)c1ccccc1N/C=C/C(=O)c1ccco1	2	0	-93	.	7	7	20	-3	-1	-97
CCCC(=O)NC1=C(C#N)C2(CCCC2)Cc2ccccc21	0	18	-2	-1	14	-2	-2	1	0	-25
COc1cccc(CNCc2ccc(C(=O)O)cc2)c1OC	-4	-4	2	-2	-3	-5	13	0	-5	1
Cc1[nH]c2ccc(C(=O)NCCN3CCCCCC3)cc2c1C	.	0	-11	0	-1	-2	0	2	-3	-32
COc1ccc(NC(=O)c2ccco2)cc1NC(=O)c1cccs1	3	3	-8	-3	19	3	21	1	-1	-22
Cc1cc2c(ncn2C(C)C)c(NS(=O)(=O)c2ccc(F)cc2)c1C	2	3	-14	0	2	7	9	2	-1	4
Nc1ccccc1N1CCOCC1	7	-2	-21	3	-1	3	1	-2	0	-1
O=C(O)CCn1c(SCc2cccc3ccccc23)nc2ccccc21	-2	8	7	-5	-3	0	25	-2	3	2
CN(CCOc1cccc2ccccc12)Cc1ccccc1	10	3	-28	-2	-1	-9	-4	-20	-5	0
C=CCC1(CC=C)CCCN1C(=O)c1cc(COc2ccc(C)nc2)on1	.	16	-69	-2	-14	8	15	-2	0	-78
Nn1c(Cc2cccc3ccccc23)nnc1SCc1ccccc1Cl	1	8	-20	2	-6	-2	-5	-2	-4	14
COc1ccccc1C(=O)NCCn1cc(SCC(=O)NCc2ccco2)c2ccccc21	-2	-2	-30	0	-7	.	.	-2	-1	.
CC(C)c1nnc(NC(=O)CCC(=O)NCc2ccco2)s1	-6	0	-8	-2	-7	-5	16	2	0	20
CCCC1OC23CCCCC2C(C#N)(C(=N)O3)C1(C#N)C#N (centres undefined)	2	-8	-3	0	17	2	20	1	1	-24
COC(=O)C1=C(C(C)=O)C(c2ccc(C)cc2)n2nnnc2N1 (centres undefined)	-4	-4	-25	-1	0	5	-3	1	0	11
N#C/C(=C\c1cccs1)C(=O)Nc1nccs1	2	2	-21	3	-1	23	60*	0	-7	-75
COCCNC(=O)c1ccccc1NC(=O)c1cc(OC)cc(OC)c1	-2	4	-3	2	3	-10	6	-4	-3	7
CCC(NC(=O)OCc1ccccc1)C(=O)Oc1ccc2ccc(=O)oc2c1 (centres undefined)	5	-7	-20	-1	0	-2	16	1	-6	-13
CCn1c(SCC(=O)O)nnc1-c1cc2c(C)nn(-c3ccccc3)c2s1	3	1	14	2	7	-4	8	0	0	-19
CCOc1ccc(NC2c3ccccc3C(=O)N2Cc2ccc3c(c2)OCO3)cc1 (centres undefined)	1	-4	-54	-2	-47	5	24	1	0	12
CSc1ccccc1NC(=O)c1cc2c(=O)n3ccccc3nc2s1	0	0	-13	0	-2	8	16	1	3	-2
CCCOc1ccc(C2/C(=C(\O)c3c(C)[nH]c(C(=O)OC)c3C)C(=O)C(=O)N2CCN(C)C)cc1 (centres undefined)	-3	5	-17	13	15	-2	-4	-1	2	-18
COC(=O)c1c(NC(=O)c2ccco2)sc2c1CCN(C(C)C)C2	1	3	-34	0	-4	-8	27	-2	3	18
CCCCOc1cccc(-c2cc(C(=O)NNC(=S)NCC)c3ccccc3n2)c1	5	-2	-50	-3	10	-1	11	1	-2	-69
COc1ccc(C(O)c2nccc3cc(OC)c(OC)cc23)cc1OC (centres undefined)	3	2	3	-3	2	0	-1	3	-2	0
CCCCCCCC(O)CC(CC1CCCCC1)C(=O)NN (centres undefined)	-4	-7	-6	-2	-10	3	1	-4	5	13
Cc1cc(NC(=O)CSc2nc(=O)n(CCN(C)C)c3c2CCCC3)no1	-8	.	.	-3	-4	-11	2	-4	.	7
COCCCNC(=O)C1CC(=O)OC1c1ccc(OC)c(OC)c1 (centres undefined)	5	0	-27	0	4	-3	2	2	0	3
Cc1cc(C)nc(SCC(=O)Nn2cnnc2)n1	11	1	4	-6	0	-1	-28	3	3	2
CCCCOc1ccc(C(=O)NCCOc2cccc(OC)c2)cc1	-3	3	-18	-5	2	-9	-26	2	0	-6
CN(Cc1nc(-c2ccccc2)no1)C(=O)c1ccc2c(c1)OCO2	18	.	.	-1	-1	-59*	-62	3	.	0
O=C(NCc1ccco1)c1cc(-c2cccnc2)nc2ccccc12	8	4	-24	-1	10	-5	-9	-1	3	8
COC(=O)c1cc(OC)c(OC)cc1NC(=O)Nc1ccccc1F	.	1	-41	-3	8	-3	6	-1	-7	16
CCOC(=O)N1CCN(C(=O)/C(=C/c2cccc3ccccc23)NC(=O)c2ccc(OC)cc2)CC1	2	-5	-25	-2	-3	.	.	-3	7	.
COc1ccc(N2CCN(C(=O)c3cccc(NS(=O)(=O)c4cccc(F)c4)c3)CC2)cc1	-2	-2	-8	.	-1	4	-11	-2	0	9
CN(C)c1ccc(/C=C2\SC(=O)N(CCc3nnc(N)s3)C2=O)cc1	0	3	-36	2	-7	-45	-56	-3	37*	80*
Cc1cccc(N2CCN(C(=S)Nc3ccc4nc(N5CCN(C)CC5)cc(C)c4c3)CC2)c1C	-7	-1	-24	.	5	3	13	0	4	95*
COCCCN1CC23C=CC(O2)C(C(=O)O)C3C1=O (centres undefined)	-7	0	-16	.	23	-4	2	0	6	-14
COc1ccc(OC)c(CCNC(=O)Cn2nc(C)c3c(C)n(-c4ccccc4)nc3c2=O)c1	0	-3	-20	-2	-8	1	13	2	0	4

HSF-1 act, entries above that show a hit
SMILES	DYRK1A inh	KLF5 inhibitor	GSK3A inh	Platelet DG rel	HSF1 inh	HSF-1 act	GSK3B inh	HSP90 inh	aSyn 5UTR inh
N#C/C(=C\c1cccs1)C(=O)Nc1nccs1	2	-21	3	-1	23	60*	0	-7	-75

Some of these compounds in order of length of the SMILES, low to high.
SMILES	DYRK1A inh	IEC-6 cytotox	KLF5 inhibitor	GSK3A inh	Platelet DG rel	HSF1 inh	HSF-1 act	GSK3B inh	HSP90 inh	aSyn 5UTR inh
Cc1cc(C)nc(SCC(=O)Nn2cnnc2)n1	11	1	4	-6	0	-1	-28	3	3	2
CCCCCCCC(O)CC(CC1CCCCC1)C(=O)NN (centres undefined)	-4	-7	-6	-2	-10	3	1	-4	5	13
COCCCN1CC23C=CC(O2)C(C(=O)O)C3C1=O (centres undefined)	-7	0	-16	.	23	-4	2	0	6	-14
CCCCOc1ccc(C(=O)NCCOc2cccc(OC)c2)cc1	-3	3	-18	-5	2	-9	-26	2	0	-6
COCCCNC(=O)C1CC(=O)OC1c1ccc(OC)c(OC)c1 (centres undefined)	5	0	-27	0	4	-3	2	2	0	3
O=C(NCc1ccco1)c1cc(-c2cccnc2)nc2ccccc12	8	4	-24	-1	10	-5	-9	-1	3	8
COc1ccc(C(O)c2nccc3cc(OC)c(OC)cc23)cc1OC (centres undefined)	3	2	3	-3	2	0	-1	3	-2	0
COC(=O)c1c(NC(=O)c2ccco2)sc2c1CCN(C(C)C)C2	1	3	-34	0	-4	-8	27	-2	3	18
CN(Cc1nc(-c2ccccc2)no1)C(=O)c1ccc2c(c1)OCO2	18	.	.	-1	-1	-59*	-62	3	.	0
Cc1cc(NC(=O)CSc2nc(=O)n(CCN(C)C)c3c2CCCC3)no1	-8	.	.	-3	-4	-11	2	-4	.	7
CN(C)c1ccc(/C=C2\SC(=O)N(CCc3nnc(N)s3)C2=O)cc1	0	3	-36	2	-7	-45	-56	-3	37*	80*
CCCCOc1cccc(-c2cc(C(=O)NNC(=S)NCC)c3ccccc3n2)c1	5	-2	-50	-3	10	-1	11	1	-2	-69
Cc1cccc(N2CCN(C(=S)Nc3ccc4nc(N5CCN(C)CC5)cc(C)c4c3)CC2)c1C	-7	-1	-24	.	5	3	13	0	4	95*
CCOC(=O)N1CCN(C(=O)/C(=C/c2cccc3ccccc23)NC(=O)c2ccc(OC)cc2)CC1	2	-5	-25	-2	-3	.	.	-3	7	.
